PfG6PD inh = PfG6PD enzyme inhibitors, primary screen, biochemical, fluorescence intensity, uHTS; 0.78% of 350,000 active; inhibition, % at 20 µM; glucose-6-phosphate dehydrogenase-6-phosphogluconolactonase (Plasmodium falciparum 3D7); PfGluPho enzyme, NADPH resazurin-diaphorase fluorescence;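 active = inhibition reaching at least a set limit at 20 µM in the primary screen, cut at about 59% in these data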;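 also: 0% = DMSO wells with substrate and 100% = DMSO wells lacking glucose-6-phosphate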
SENP7 inh = SENP7 protease inhibitors, primary screen, biochemical, luminescence, uHTS; recombinant SENP7, Z-RLRGG-aminoluciferin luminescence, 40 min; Sentrin-specific protease 7 (Homo sapiens), Q9BQF6; inhibition, % at 5 µM; 1.5% of 330,000 active; AID 434973, 2010;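 active = inhibition above about 50% at the single test dose, limit read from the data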;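 also: plate controls were DMSO with enzyme for no effect and no enzyme buffer wells for full effect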
Target sequence (Q9BQF6 706-1050 limits assumed): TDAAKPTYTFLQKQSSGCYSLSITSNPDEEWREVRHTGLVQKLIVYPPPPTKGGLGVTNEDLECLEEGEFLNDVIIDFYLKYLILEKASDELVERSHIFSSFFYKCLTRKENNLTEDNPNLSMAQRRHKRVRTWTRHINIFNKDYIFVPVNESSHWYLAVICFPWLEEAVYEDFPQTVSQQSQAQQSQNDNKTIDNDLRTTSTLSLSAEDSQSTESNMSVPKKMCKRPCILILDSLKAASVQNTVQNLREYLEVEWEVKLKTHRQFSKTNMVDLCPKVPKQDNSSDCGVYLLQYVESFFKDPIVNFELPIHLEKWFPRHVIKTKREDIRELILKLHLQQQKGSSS
HKDC1 inhibitor = HKDC1 hexokinase inhibitors, primary screen, biochemical, fluorescence, uHTS; AID 493160, 2011; Q2TB90; recombinant HKDC1, G6PDH/diaphorase resazurin coupled fluorescence; 0.16% of 340,000 active; inhibition, % at 20 µM;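 active = inhibition above about 35% when tested at 20 µM, limit read from the data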;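 also: plate controls were DMSO wells with enzyme for no effect and DMSO wells lacking enzyme for full effect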
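Assay system – recombinant HKDC1 (HK5) hexokinase enzyme, produced in-house · Input – HKDC1 at 5 µg/mL · Reagent – glucose plus 1 mM ATP as hexokinase substrates · Timing – 90 min reaction incubation at room temperature, dark · Measured by – G6PDH/diaphorase-coupled fluorescence, 1 mM NADP, 100 µM resazurin, 525/613 nm · Benchmarks – DMSO-enzyme wells negative, buffer-substituted wells positive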
SENP8 block-1 = SENP8 protease inhibitors, primary screen, biochemical, luminescence; Sentrin-specific protease 8 (Homo sapiens), Q96LD8; purified SENP8, Z-RLRGG-aminoluciferin cleavage; inhibition, % at 10 µM; 1.2% of 330,000 active; AID 2540, 2010; in the data active = inhibition above about 50%
Target sequence (Q96LD8 whole entry, looked up): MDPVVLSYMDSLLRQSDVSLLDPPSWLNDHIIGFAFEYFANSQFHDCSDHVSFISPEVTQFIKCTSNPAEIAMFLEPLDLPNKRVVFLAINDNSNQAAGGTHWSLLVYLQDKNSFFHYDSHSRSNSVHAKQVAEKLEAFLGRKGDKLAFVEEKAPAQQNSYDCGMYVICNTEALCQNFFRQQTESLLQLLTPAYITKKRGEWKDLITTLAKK
Apaf1 inhib = inhibitors of human Apaf-1 apoptosome, primary screen, biochemical, DEVD-Rh110 fluorescence, uHTS. Apoptotic protease-activating factor 1 (Homo sapiens), O14727. reconstituted apoptosome caspase-3 activity. inhibition, % at 20 µM. 0.71% of 330,000 active; active = inhibition of at least 40% at 20 µM;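 also: plate controls were DMSO wells for no effect and DEVD-CHO caspase inhibitor wells for full effect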
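detection = Rh110 fluorescence intensity | test system = biochemical Apaf-1 apoptosome reconstitution | also added = cytochrome c and DEVD-Rh110 substrate | schedule = 30 min plus 50 min, RT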
SENP6 block = SENP6 protease inhibitors, primary screen, biochemical, luminescence, uHTS | Recombinant SENP6 catalytic domain, aminoluciferin luminescence | inhibition, % at 10 µM | 1.8% of 330,000 active;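 active = inhibition above about 50% at the single tested dose, limit read from the data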;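 also: plate controls were DMSO wells with enzyme for no effect and DMSO wells lacking enzyme for full effect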
SENP8 block-2 = human SENP8 protease inhibitors, primary screen, biochemical, fluorescence, Nedd8 protein substrate, uHTS; Sentrin-specific protease 8 (Homo sapiens), Q96LD8; recombinant SENP8; inhibition, % at 20 µM; 0.64% of 360,000 active; AID 602440, 2012; in the data active = inhibition mostly above about 40%, no sharp cut-off; inactive = mostly below about 27%
SENP1 FRET inh = human SENP1 catalytic domain inhibitors, primary screen, biochemical, FRET, uHTS; Sentrin-specific protease 1 (Homo sapiens), Q9P0U3; recombinant SENP1 catalytic domain, CyPet-SUMO1-YPet FRET cleavage; 0.21% of 360,000 active; inhibition, % at 10 µM;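 active = inhibition at least 30% at 10 µM, raw YFP signal under a set limit, fluorescence ratio 0.5 to 1.5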;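 also: 0% = enzyme with DMSO and 100% = no enzyme wells; some results filed as inactive read as strong as hits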
Target sequence (Q9P0U3 419-644 limits assumed): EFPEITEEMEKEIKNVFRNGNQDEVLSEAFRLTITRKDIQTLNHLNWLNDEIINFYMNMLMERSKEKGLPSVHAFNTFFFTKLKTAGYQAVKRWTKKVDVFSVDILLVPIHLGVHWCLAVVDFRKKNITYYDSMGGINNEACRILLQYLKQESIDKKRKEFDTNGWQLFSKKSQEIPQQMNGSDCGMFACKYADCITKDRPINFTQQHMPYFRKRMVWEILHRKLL
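material = recombinant human SENP1 catalytic domain, His6-tagged | quantity = 20 pM enzyme | reagent = 25 nM SUMO1 FRET substrate | compound dosing = 10 µM single point, 0.5% DMSO | timing = 50 min enzyme reaction, room temperature, light-protected | detection = FRET, CFP and YFP emission | control set = no-enzyme low, enzyme-DMSO high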
* hit, by the source's call; . = not tested or not shown. The order is random; any-hit rate near 3.6%.

SMILES	PfG6PD inh	SENP7 inh	HKDC1 inhibitor	SENP8 block-1	Apaf1 inhib	SENP6 block	SENP8 block-2	SENP1 FRET inh
COc1cccc(C(=O)Nc2ccc(NC(=O)C3CCCCC3)nc2)c1	-7	-12	5	-18	8	-17	12	0
Cc1nn(C)c(C)c1CN(C)C(=O)C1CCC(=O)N(C2CCCCCC2)C1 (stereo not drawn)	-12	15	3	-5	-7	-7	2	1
COc1ccc(CCN(Cc2ccccn2)C(=S)Nc2cccc(C)c2)cc1OC	-5	-4	-3	-4	3	-17	14	0
CCOc1ccccc1/C=N/Nc1nc2ccccc2o1	-7	-13	-1	-15	-2	-11	-179	2
CC(C)(O)/C=C1/Oc2ccccc2C1N1CCCCC1 (stereo not drawn)	-4	0	-5	6	-12	5	-395	2
CCN(C(=O)COc1cc(=O)n(CC)c2ccccc12)c1cccc(Cl)c1	32	2	-12	-3	8	-12	6	1
C=CCNc1oc(-c2ccc(-c3ccccc3)cc2)nc1C#N	-24	2	-20	-12	5	-16	6	0
Cc1ccc(O)c(C(=O)/C=C/c2ccc3c(c2)OCCCO3)c1	-8	-11	16	3	6	31	14	2
CC1CN(C(=O)Nc2cccc(Cl)c2)C2(CCCCCC2)O1 (stereo not drawn)	3	1	-13	9	6	16	10	0
O=C(c1ccccn1)N(Cc1ccco1)C1(C(=O)NC2CCCC2)CCCCC1	-2	-3	3	-6	13	-3	-2	-1
C=CCn1c(SCC(=O)NC2CCCCC2)nnc1-c1cccnc1	-14	-23	-11	-7	5	-5	2	1
O=C(N1CCOCC1)C1(c2ccc(Cl)cc2)CCCC1	6	-4	-7	-8	4	0	24	1

At a glance, part of the list above:
SMILES	PfG6PD inh	SENP7 inh	HKDC1 inhibitor	SENP8 block-1	Apaf1 inhib	SENP6 block	SENP8 block-2	SENP1 FRET inh
Cc1ccc(O)c(C(=O)/C=C/c2ccc3c(c2)OCCCO3)c1	-8	-11	16	3	6	31	14	2
CC1CN(C(=O)Nc2cccc(Cl)c2)C2(CCCCCC2)O1 (stereo not drawn)	3	1	-13	9	6	16	10	0
O=C(c1ccccn1)N(Cc1ccco1)C1(C(=O)NC2CCCC2)CCCCC1	-2	-3	3	-6	13	-3	-2	-1
C=CCn1c(SCC(=O)NC2CCCCC2)nnc1-c1cccnc1	-14	-23	-11	-7	5	-5	2	1
O=C(N1CCOCC1)C1(c2ccc(Cl)cc2)CCCC1	6	-4	-7	-8	4	0	24	1

The list goes on:
SMILES	PfG6PD inh	SENP7 inh	HKDC1 inhibitor	SENP8 block-1	Apaf1 inhib	SENP6 block	SENP8 block-2	SENP1 FRET inh
CC(C)c1ccccc1OS(N)(=O)=O	-4	10	-1	3	3	-14	-4	1
Cc1ccccc1C(=O)NCCNC(=O)c1ccccn1	-3	-4	-9	6	-4	-7	13	0
c1ccc(Cn2nnnc2-c2ccco2)cc1	-4	0	3	-5	2	4	9	2
Cc1cccc(NC(=O)C2CCN(S(C)(=O)=O)CC2)c1C	-3	5	-3	1	-12	24	8	2
Oc1ccccc1C=NC(c1ccccc1)C(O)c1ccccc1 (stereo not drawn)	-16	-2	-7	-4	-10	-9	7	-2
O=C(N/N=C/c1ccc(OCc2ccccc2)cc1)c1ccc(O)cc1	5	-2	-1	-14	17	6	8	2
CSc1nc(Cl)c(C#N)c(-c2ccc(C)cc2)n1	-2	0	-4	-1	-8	6	-11	2
O=C(O)/C=C/c1ccc(OCCCF)cc1	-1	8	10	-3	9	-10	6	3
c1ccc(CCN=C2CCCc3c2[nH]c2ccccc32)cc1	0	-5	4	-2	-9	-26	-144	-1
N#CC1=C(N)N2C(=C(C#N)C13CCCC3)Nc1ccccc12	-6	1	-7	-2	-5	-8	-104	-22
CC(=O)NCCc1ccc(C(=O)COC(=O)c2cccn2C)cc1	7	22	-11	18	-10	27	2	0
COc1ccccc1N1Cc2ccccc2C1	22	16	0	0	15	8	16	4
Cc1ccc(NC(=O)CN(C)C(=O)COc2c(Cl)cc(Cl)c3ccc(C)nc23)cc1	-8	16	-2	-1	11	-8	4	2
COC(=O)c1cc2ccsc2n1CC(=O)NCC1CCCO1 (stereo not drawn)	1	7	14	1	-32	0	4	-2
O=C(NC(=S)NCCN1CCOCC1)c1ccccc1Br	-1	1	-6	0	-1	-7	6	0
O=C(/C=C/c1cccs1)NC1CC1	9	-2	8	-3	-5	5	11	0
O=c1[nH]c2ccccc2n1C1CCCCC1	-21	-6	-8	-12	-2	-15	7	0
COc1ccccc1C(=O)C1CCCN(C(=O)CCn2cnnn2)C1 (stereo not drawn)	-2	-1	-8	4	-23	0	24	1
Cn1c(=O)[nH]c(NCCc2ccc(O)cc2)c([N+](=O)[O-])c1=O	-25	10	-3	-10	-14	-7	14	1
CC(C)C(=O)Nc1ccc(C(=O)Nc2ccc(S(=O)(=O)N3CCOCC3)cc2)cc1	-5	0	-4	0	-4	-9	-2	0
Cc1ccccc1NC1=C(Cl)C(=O)OC1OC(C)C (stereo not drawn)	-9	-8	-4	2	11	-16	26	-4
COC(=O)[C@H](CCSC)NC(=O)NCc1cccs1	-12	-6	-10	-6	-1	-5	5	2
O=C(NCCc1nc2ccccc2[nH]1)/C(=C/c1ccco1)NC(=O)c1ccc(Br)cc1	-13	9	1	0	12	-4	13	-2
CCNC(=O)C1CCCN1S(=O)(=O)c1ccc(C)cc1 (stereo not drawn)	-4	4	11	-4	-12	-6	5	2
Cc1ccc(Cl)cc1N1CCN(C(=O)c2cccc3c(=O)c(C)c(-c4ccccc4)oc23)CC1	12	.	-1	.	.	.	24	3
CC(C)Oc1ccc(-c2nn(-c3ccccc3)cc2/C=c2\sc3ncnn3c2=O)cc1	.	-1	.	-5	9	-5	.	.
COc1cc2c(cc1OC)C(=Cc1ccc(N(C)C)cc1)C=C2	34	.	8	.	.	.	-78	23
Cc1ccc2nc(-c3ccccc3)c(CN3CCN(c4ccccc4F)CC3)n2c1	-10	-7	-3	-7	26	-1	-99	-1
COc1ccc(NC(=O)CCN2CCN(S(=O)(=O)c3ccc(OC)cc3)CC2)cc1	3	-5	-3	-12	-2	-20	11	0
O=C(NCCc1ccccc1)c1ccc2c(c1)OCCO2	7	80*	-6	46	5	72*	6	2
O=C(Nc1nnc(/N=C/c2ccco2)s1)c1ccc(F)cc1	-6	-4	-2	-5	-1	-3	-4	-14
Oc1ccc(C[C@H]2CNC(=S)N2CC2CCCN2C[C@H](Cc2ccccc2)N2C[C@H](Cc3ccc(O)cc3)N(CCc3ccccc3)C2=S)cc1 (stereo partly drawn)	0	.	1	.	.	.	8	1
CC(=O)Nc1nc(N)n(-c2ccccc2)n1	2	8	-2	1	-31	-9	20	1
CN(C)C(=O)N1CCC(C(=O)N2CCCC(C(=O)c3cccc4ccccc34)C2)CC1 (stereo not drawn)	-5	-7	2	-6	-5	-4	20	0
COc1ccccc1C(=O)NC(=O)CSc1nnc(N)s1	15	7	0	2	-1	-15	-9	0
Cc1cccc(COc2ccc(S(=O)(=O)N3CCOCC3)cc2[N+](=O)[O-])c1	-10	-8	-5	-5	10	-9	4	1
CCN(Cc1ccccc1)C(c1ccc(C)cc1)c1nnnn1C(C)(C)C (stereo not drawn)	3	3	-3	0	14	-4	20	2
CC(C)(C)c1ccc(SCCc2ccccn2)cc1	-3	8	0	0	-1	6	-2	0
O=S(=O)(NCC1CCN(c2ccc(S(=O)(=O)N3CCOCC3)cc2)CC1)c1ccc(F)cc1	24	-36	2	0	3	-1	2	0
Cc1cc(C(=O)CN2C(=O)NC3(CCC(C)CC3)C2=O)c(C)n1C (stereo not drawn)	2	5	4	-2	-13	-8	16	-1
CC(=O)Nc1ccc(NC(=O)C(C)OC(=O)c2cccc(S(=O)(=O)N3CCCC3)c2)cc1 (stereo not drawn)	-7	0	-5	11	1	-6	10	2
Cc1ccc(N(C)C(=O)CN(C)S(=O)(=O)c2ccc3c(c2)n(C)c(=O)c(=O)n3C)cc1	3	-10	-3	-9	2	-31	-30	0
Cc1ccc(OCC(=O)NNC(=O)C2CC(=O)N(c3ccc4c(c3)OCCO4)C2)cc1 (stereo not drawn)	-3	0	-3	-1	-4	-2	10	1
CC(=O)c1ccc(NC(=O)CCc2ccc(C)o2)cc1	-4	8	2	-5	-8	-6	13	-6
Cc1ccc(NC(=O)c2ccc(S(=O)(=O)NCC3CCCO3)cc2)cc1 (stereo not drawn)	2	0	-4	-7	-24	-15	14	1
O=C(N/N=C/c1ccc(F)cc1)c1cc(-c2ccc3c(c2)OCO3)n[nH]1	-14	1	13	-2	-22	-1	10	4
CCOc1cc(CNCc2ccncc2)cc(Br)c1OCc1ccccc1F	-6	1	-15	2	8	-11	14	0
O=C(COc1ccccc1)NCC(=O)N/N=C/c1ccco1	5	-5	-6	-4	4	-2	16	1
CCCn1[nH]cc(SC)c(=O)c1=O	-2	-7	-5	-2	5	-3	19	-10
CC1=C(C)CC(C(=O)Nc2cccc(Cl)c2)C(C(=O)O)C1 (stereo not drawn)	-20	6	5	1	-6	-3	17	1
Cc1ccc(NC(=O)COC(=O)c2nn(-c3ccc(Cl)cc3)cc2O)cc1	1	1	-7	4	-3	3	-494	-3
c1ccc(N/N=C(\Cc2nc3ccccc3[nH]2)c2ccccc2)cc1	12	6	18	0	-11	-2	-76	-23
CCOC(=O)C(CC)(CCC(=O)OC)c1csc(Nc2ccccc2O)n1 (stereo not drawn)	.	-9	.	-9	-1	-7	.	.
Cc1ccc(/C=C(/NC(=O)c2ccccc2)C(=O)NC(Cc2c[nH]c3ccccc23)C(=O)O)cc1 (stereo not drawn)	2	-3	-3	-4	-4	-26	-1	-2
COC(=O)C(CCSC)NC(=O)CNS(=O)(=O)c1ccc(Cl)cc1 (stereo not drawn)	-7	-3	-7	-3	-1	-12	14	2
Cc1onc(-c2ccccc2)c1C(=O)N(C)CCc1ccccn1	6	-2	-5	2	4	8	-3	1
FC(F)(F)c1ccc(Cl)c(NC2=NCCCCC2)c1	-3	15	-8	-4	2	14	8	0
COc1cc(C(=O)OCC(=O)NCCCc2ccccc2)ccc1OCC(C)C	3	-3	1	-5	19	-14	0	2
CCOC(=O)C1=C(c2cccc(Oc3ccccc3)c2)NC(=S)NC1C (stereo not drawn)	4	-10	7	-2	22	-19	24	1
O=C(Nc1ccc(Cl)c(Cl)c1)Nc1nccs1	26	26	-2	36	20	65*	29	-5

Next records.
SMILES	PfG6PD inh	SENP7 inh	HKDC1 inhibitor	SENP8 block-1	Apaf1 inhib	SENP6 block	SENP8 block-2	SENP1 FRET inh
CCCCN(CC)c1nc(N)c(C#N)c(CC#N)c1C#N	15	6	18	6	19	22	-137	-30
COc1cccc(-n2c(SCC(=O)Nc3sc4c(c3C(N)=O)CCC4)nc3ccccc3c2=O)c1	-6	1	8	5	20	-16	-51	-10
Cc1ccnc2nc(C(=O)OCC(=O)c3c[nH]c4ccccc34)nn12	3	-7	-5	-8	-1	-21	13	-4
CSc1ccccc1C(=O)NC1CCCCCC1	-6	-2	-13	1	-3	7	11	1

Source: PubChem
